# Assay outcomes deposited in PubChem BioAssay by Sanford-Burnham Center for Chemical Genomics.
# UBC13 inh – UBC13 polyubiquitin chain formation inhibitors, primary screen, biochemical, TR-FRET, uHTS; inhibition, % at 20 µM; Ubiquitin-conjugating enzyme E2 N (Homo sapiens), P61088; actives 0.47% (n = 330,000); AID 485273, 2010; in the data active = inhibition above about 45%, passing the limit was not always enough
# CCR6 antagonist – CCR6 receptor antagonists, primary screen, cell-based, CHO-K1, luminescence, beta-arrestin, uHTS | C-C chemokine receptor type 6 (Homo sapiens), P51684 | CHO-K1 CCR6 PathHunter beta-arrestin, CCL20-stimulated | inhibition, % at 20 µM | actives 0.49% (n = 340,000) | AID 493098, 2011;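 active = compounds whose inhibition of the agonist-driven luminescence signal at 20 µM reaches about 50%, limit read from the data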;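 also: cells stimulated with CCL20 at 14 nM final; plate controls were DMSO with CCL20 for no effect and DMSO without agonist for full effect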
# Target sequence (P51684 whole entry, looked up): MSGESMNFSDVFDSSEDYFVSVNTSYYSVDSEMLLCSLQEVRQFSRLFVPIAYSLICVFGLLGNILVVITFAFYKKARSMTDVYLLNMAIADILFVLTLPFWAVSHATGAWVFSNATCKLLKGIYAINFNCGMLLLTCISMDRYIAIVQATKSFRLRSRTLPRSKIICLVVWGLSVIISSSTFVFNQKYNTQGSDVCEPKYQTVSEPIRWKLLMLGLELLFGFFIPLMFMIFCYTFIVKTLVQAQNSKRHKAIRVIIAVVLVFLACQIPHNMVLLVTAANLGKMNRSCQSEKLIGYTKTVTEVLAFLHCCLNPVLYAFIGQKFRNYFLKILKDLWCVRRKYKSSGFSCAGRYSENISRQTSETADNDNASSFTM
# CXCR6 block – CXCR6 receptor inhibitors, primary screen, cell-based, beta-arrestin, luminescence, CHO-K1 PathHunter, 1536-well. inhibition, % at 20 µM. C-X-C chemokine receptor type 6 (Homo sapiens), O00574. actives 0.36% (n = 360,000); in the data active = inhibition above about 34%, passing the limit was not always enough;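 also: antagonist mode with CXCL16 agonist at 10 nM final; 0% = 10 nM CXCL16 with DMSO and 100% = unstimulated wells without agonist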
# Target sequence (O00574 whole entry, looked up): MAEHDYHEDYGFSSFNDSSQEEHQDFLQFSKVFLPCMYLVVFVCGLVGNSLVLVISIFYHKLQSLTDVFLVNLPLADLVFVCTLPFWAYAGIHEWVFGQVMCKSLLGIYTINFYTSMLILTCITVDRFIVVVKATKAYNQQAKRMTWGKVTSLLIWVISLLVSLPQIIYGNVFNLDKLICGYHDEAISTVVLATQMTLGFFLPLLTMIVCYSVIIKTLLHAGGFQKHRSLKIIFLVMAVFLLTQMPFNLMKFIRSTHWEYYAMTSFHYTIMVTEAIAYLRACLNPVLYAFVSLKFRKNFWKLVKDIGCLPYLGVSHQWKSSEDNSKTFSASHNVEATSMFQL
# EBI2 block – EBI2 receptor antagonists, beta-arrestin recruitment, primary screen, cell-based, luminescence, 7a,25-OHC stimulation, uHTS | actives 0.81% (n = 360,000) | inhibition, % at 5 µM | AID 651636, 2012 | 7a,25-OHC stimulated | G-protein coupled receptor 183 (Homo sapiens), P32249; in the data active = inhibition above about 38%;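 also: enzyme fragment complementation signal reports receptor beta-arrestin coupling in cells; 0% = agonist plus DMSO wells and 100% = wells without agonist; some results beyond the cut were filed as inactive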
# Target sequence (P32249 whole entry, looked up, the tested form may be a part): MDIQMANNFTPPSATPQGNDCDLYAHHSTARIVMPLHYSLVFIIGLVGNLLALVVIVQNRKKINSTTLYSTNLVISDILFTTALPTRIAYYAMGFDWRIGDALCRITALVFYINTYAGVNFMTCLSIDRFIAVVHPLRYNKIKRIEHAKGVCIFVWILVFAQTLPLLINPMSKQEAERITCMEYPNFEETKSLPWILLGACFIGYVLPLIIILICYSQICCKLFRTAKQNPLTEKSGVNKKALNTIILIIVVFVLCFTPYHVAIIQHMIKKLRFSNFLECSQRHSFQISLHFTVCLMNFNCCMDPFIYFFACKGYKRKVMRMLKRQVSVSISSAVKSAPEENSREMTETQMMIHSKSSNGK
# ATG4B inh – ATG4B protease inhibitors, primary screen, biochemical, fluorescence, uHTS; Cysteine protease ATG4B (Homo sapiens), Q9Y4P1; ATG4B cleavage of LC3-PLA2, NBD-HPC fluorescence, 1 h; inhibition, % at 8.33 µM; actives 0.51% (n = 340,000); in the data active = inhibition above about 40%
# APJ antagonist – antagonists of human apelin receptor APJ, primary screen, CHO-K1 cells, beta-arrestin complementation, luminescence | P35414 | inhibition, % at 20 µM | actives 0.32% (n = 330,000);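 active = inhibition above about 40% at 20 µM, limit read from the data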;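 also: cells challenged with 10 nM apelin-13 agonist together with compound; plate controls were apelin-13 plus DMSO wells for no effect and DMSO wells lacking apelin-13 for full effect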
# Gli-Sufu antag – Gli-Sufu pathway antagonists, primary screen, luciferase luminescence, Sufu-KO-LIGHT cells, uHTS | AID 588413, 2011 | inhibition, % at 5 µM | actives 0.74% (n = 340,000) | Sufu-KO-LIGHT fibroblasts, Gli luciferase reporter luminescence;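 active = inhibition above about 55%, limit read from the data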;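 also: 0% = DMSO-treated cells and 100% = wells with medium but no cells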
# APJ ag – agonists of human apelin receptor APJ, primary screen, CHO-K1 cells, PathHunter beta-arrestin, luminescence; 0% DMSO wells, 100% apelin; actives 0.11% (n = 330,000); AID 2520, 2010; activation, % at 20 µM;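 active = activation more than six SD over the plate average, tested at 20 µM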;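 also: 0% = DMSO alone and 100% = apelin-13 at 10 nM; some results filed as inactive read as strong as hits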
#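 Material: CHO-K1 APJ beta-arrestin complementation cell line; Input: cell density 1000 per well; Incubation: compound stimulation 90 min at 25 °C, detection 60 min; Signal: luminescence from split beta-galactosidase complementation, Galacton Star/Emerald II substrate; Controls: DMSO-only wells as negative, 10 nM Apelin-13 as positive control.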
# Numbers without * were called inactive; / = no result given.
SMILES,UBC13 inh,CCR6 antagonist,CXCR6 block,EBI2 block,ATG4B inh,APJ antagonist,Gli-Sufu antag,APJ ag
COc1ccc(-n2c(C)ccc2-c2ccccc2)cn1,0,18,7,-4,7,79*,-16,-1
COc1ccc(C(=O)n2cc(C(=O)c3cc(C)ccc3O)cn2)cc1,7,-12,4,-5,-2,0,-2,5
COCCOc1ccc(C(F)(F)F)cc1NC(=O)CN1C(=O)NC2(CCc3ccccc32)C1=O (configuration not stated),0,7,-1,-6,99*,-15,-5,-4
COc1cccc(OC)c1CN(C)C(=O)c1cnccc1C(F)(F)F,2,3,15,-2,-7,8,-3,-2
CN(C)S(=O)(=O)c1ccc(C(=O)OCCc2ccccc2)cc1,1,7,2,-6,8,3,-11,-2
COC(=O)c1ccc(S(=O)(=O)NCc2ccccn2)n1C,-3,-4,2,-12,0,-11,3,-2
CC(C)NC(=O)CN1C(=O)C(=O)c2ccccc21,-2,18,0,3,1,14,3,-4
CC(=O)Oc1ccc(NC(=O)CCC2CCCCC2)c(C(=O)O)c1,1,-7,-6,9,-7,-11,13,1
O=C(O)c1ccc(/C=N/n2c(C3CCCCC3)n[nH]c2=S)cc1,0,5,1,5,-1,-6,0,0
O=C(Nc1cccc(Cl)c1Cl)C1CCCC1,-2,8,7,-6,2,-10,0,-5
Cc1cccc(-n2nnc(C(=O)NCc3ccccn3)c2N)c1,6,3,-13,-6,-11,4,-12,-2
Cc1nn(CC(=O)Nc2c(C)n(C)n(-c3ccccc3)c2=O)c(C)c1[N+](=O)[O-],22,-8,-2,-8,-8,2,0,-4
Cc1ccc(NC(=O)c2ccc(-n3cncn3)c([N+](=O)[O-])c2)cc1,-13,10,5,6,-3,2,7,-1
Cc1cc(NC(=O)c2ccccc2)n(-c2nc3ccccc3[nH]2)n1,3,18,13,-4,-3,34,-6,-5
COC(=O)c1[nH]c2cc(OC)ccc2c1NC(=O)CN1CCC(C(N)=O)CC1,-5,2,-1,-1,-12,11,8,-3
CC1(C)N=C(/C=N/O)CN1O,-2,27,-2,-18,-5,2,0,0
CCCCNC(=O)CCCCCn1c(=O)[nH]c2cc(OC)c(OC)cc2c1=O,11,13,1,-9,-10,10,5,-4
COc1ccccc1N1CCN(C(=O)c2sc3ncnc(N4CCN(c5ccccn5)CC4)c3c2C)CC1,-5,15,6,-18,0,8,26,0
CC1(C)OC1COc1c2ccoc2cc2oc(=O)ccc12 (configuration not stated),2,6,-3,9,-5,9,-2,-2
Cc1cc2[nH]c(=O)c(=O)[nH]c2cc1S(=O)(=O)Nc1cccc(C)c1C,-4,2,6,-11,3,-36,-12,0
NC(N)=Nc1ccc(N=C(N)N)cc1,/,1,-6,1,-1,/,-3,/
CC(C)NC(=O)COc1coc(CN2CCN(c3ccccc3)CC2)cc1=O,-3,4,-2,-10,0,10,-1,5
CN1C[C@@H]2[C@@H]3C(=O)N(C)C(=O)[C@@H]3[C@](C)(C1=O)N2C(=O)c1ccc(Cl)cc1,/,0,-4,-2,6,/,-15,/
Cc1cc2c(c(C)c1Cl)C(c1ccc3c(c1)OCO3)CC(=O)O2 (configuration not stated),/,31,1,-6,-2,/,-6,/
Cc1ccc(C(=O)NC(=O)OCCn2c(C)cnc2[N+](=O)[O-])cc1,-24,10,13,-9,-1,-7,1,1
# More results.
SMILES,UBC13 inh,CCR6 antagonist,CXCR6 block,EBI2 block,ATG4B inh,APJ antagonist,Gli-Sufu antag,APJ ag
Cc1ccc(/C=N/NC(=O)c2nnn(-c3nonc3N)c2CN(C)C)o1,-12,10,1,-6,2,7,-12,-4
O=C(COc1ccccc1)OCc1cc2ccccc2[nH]c1=O,-3,-2,-5,-10,-13,-25,-2,-5
O=S(=O)(NCCc1csc(-c2ccccc2)n1)c1ccc2c(c1)OCCO2,3,22,2,-1,-10,14,6,-4
CCN(CC)C(=O)Cn1nc(-c2ccc(Cl)cc2)c2ccccc2c1=O,-4,23,14,6,2,10,-10,-2
FC(F)(F)c1nc(Oc2ccccc2)c2ccccc2n1,-1,5,6,-15,9,-14,2,-2
CC1(C)C2CCC1(C)C(OC(=O)CCn1ccnc1)C2 (configuration not stated),4,-7,-7,8,1,-16,25,-3
CC(=Nc1ccccc1)C1=C(O)CC(C)(C)CC1=O,1,9,2,-12,-5,1,2,-1
Cc1cccc(N(C(=O)CCC(=O)Nc2cc(C)on2)C(C(=O)NC2CCCC2)c2ccncc2)c1 (configuration not stated),-8,10,-5,-10,-3,3,7,-1
CCSc1nnc(NC(=O)Cc2ccc(OC)c(S(=O)(=O)N3CCOCC3)c2)s1,-8,-3,3,5,-12,-5,4,5
COc1ccccc1-c1noc(CCC(=O)N2CCN(c3cc(C)ccc3C)CC2)n1,/,12,-1,3,-2,/,0,/
CC(C)NC(=O)Cn1c(=O)c2c(ncn2Cc2ccccc2)n(Cc2ccccc2)c1=O,3,-3,2,-7,-3,16,4,0
CCN(CC)CC(=O)Nc1c2c(nc3ccccc13)N(C)CC2,-3,7,1,-3,-7,-7,-2,-2
O=C(CN1C(=O)NC(Cc2c[nH]c3ccccc23)C1=O)Nc1ccccc1Br (configuration not stated),15,4,-9,0,-2,11,-11,-3
Cc1ccc(S(=O)(=O)N2CC(O)C2)cc1,3,-6,-10,-5,2,-9,-4,10
COc1ccccc1C=NNC(=O)NN=Cc1ccccc1OC,/,2,-8,2,-10,/,-29,/
O=C(NC1=NCCS1)c1cccc(NC(=O)c2ccco2)c1,-6,-6,-4,-4,0,-5,-3,-7
CN(C)CCCN(C(=O)c1ccc(S(=O)(=O)N2CCCC2)cc1)c1nc2c(F)cc(F)cc2s1,12,14,10,-6,1,20,18,-4
C(=N\N1CCN(Cc2ccccc2)CC1)/c1ccc(-c2ccccc2)cc1,-2,17,-2,12,-1,-17,-14,-1
Cc1c(NC(=O)C(C)OC(=O)CCC2CCCC2)c(=O)n(-c2ccccc2)n1C (configuration not stated),3,15,6,2,-2,-5,-3,-3
CCCc1nc(SCC(=O)Nc2cc(C)on2)c2c(=O)n(C)c(=O)n(C)c2n1,0,-5,2,-6,-3,-3,14,-9
O=C(NCc1ccco1)c1cc(-c2ccccc2)on1,3,9,-5,-4,4,-6,-66,-1
CC(Oc1ccc2c3c(c(=O)oc2c1)CCCC3)C(=O)NCC1CCC(C(=O)O)CC1 (configuration not stated),12,1,7,-9,-6,5,-9,-1
O=C(C1CCCN(Cc2ccc(Br)cc2)C1)N1CCCCC1 (configuration not stated),-6,16,-5,-2,-8,16,5,-3
COc1cc2nc(CN3CCN(S(=O)(=O)c4ccccc4C(F)(F)F)CC3)[nH]c(=O)c2cc1OC,8,9,-2,64*,-10,16,11,4
Cc1cc(C)c(NC(=O)CN(C)C(=O)c2ccc(OCc3ccccc3)cc2)c(C)c1,8,13,7,4,-5,7,-33,-4
# Later entries
SMILES,UBC13 inh,CCR6 antagonist,CXCR6 block,EBI2 block,ATG4B inh,APJ antagonist,Gli-Sufu antag,APJ ag
O=C(CN1CCCCCC1)Nc1cc([N+](=O)[O-])ccc1Cl,-4,9,3,5,-10,-19,-14,1
Cc1ccc(OCC(=O)NNC(=O)c2cc3ccccc3o2)cc1C,7,12,2,33,3,-7,1,3
O=c1cc(CN2CCC(Cc3ccccc3)CC2)nc2sccn12,4,6,5,-3,-3,-10,10,-1
COc1cc(C(=C(CC(=O)O)C(=O)O)c2ccc3c(c2)OCO3)cc(OC)c1OC,/,-12,2,-3,3,/,10,/
O=C1CCC/C(=N/Nc2ccc(Cl)cc2)C1,-6,25,11,9,2,-11,17,1
COCC(=O)Nc1c(C(=O)N2CCCC2)oc2ccccc12,7,9,1,0,-6,-4,-8,-1
O=C(CN(CC1CCCO1)C(=O)CCC(=O)Nc1ccccn1)NCC1CCCO1 (configuration not stated),-6,29,-1,-1,-8,-14,6,0
C/C=C(\C)CN1CCC(Oc2ccc(C(=O)NCc3ccccn3)cc2)CC1,1,-10,0,6,1,4,23,-7
Cc1cc(C)c(NC(=O)CS(=O)CC(=O)N2CCN(c3ccccc3)CC2)c(C)c1 (configuration not stated),6,-1,6,-8,0,-2,7,-1
Cc1c(NC(=O)/C(C#N)=C/c2c(Oc3ccccc3)nc3ccccn3c2=O)c(=O)n(-c2ccccc2)n1C,-14,2,0,28,-13,7,-3,-1
CCn1cc(C(=O)NCCCN2CCCC(C)C2)c(=O)c2cc(S(=O)(=O)N(C)C3CCCCC3)ccc21 (configuration not stated),5,2,10,2,-7,-7,28,-2
CCOCCCNC(=O)CSCc1nc(-c2ccc(SC)cc2)oc1C,9,7,-1,-6,-12,-5,31,-4
O=C(CN1CCCN(S(=O)(=O)c2ccc(F)cc2)CC1)Nc1cccc(F)c1,3,15,-3,-5,-4,-20,-7,-2
O=C(O)CCN1C(=O)c2ccc(NC(=O)CSc3ccccc3)cc2C1=O,-6,-3,-5,-9,2,10,0,-2
O=C(COC(=O)Cc1ccccc1F)Nc1cc(S(=O)(=O)N2CCOCC2)ccc1N1CCCC1,4,8,-2,8,-15,-3,-1,2
CCC(=O)NC(=S)Nc1cccc(NC(=O)CC)c1,6,3,2,-7,1,-7,15,-3
CCNC(=O)N1CCC(n2nccc2NC(=O)CCCc2ccccc2)CC1,2,7,-2,-9,0,20,-8,4
C/C(CC(=O)Nc1cccc(F)c1)=N\NC(=O)c1ccncc1,-5,6,-3,-9,-6,-7,6,-2
O=C(NNS(=O)(=O)c1ccc(Cl)cc1Cl)c1cc2ncc(C(F)(F)F)cc2s1,-4,12,8,5,-6,15,4,-2
O=C(C1CC(=O)N(c2ccccc2)C1)N1CCN(c2ccccc2F)CC1 (configuration not stated),13,6,3,3,0,-19,-13,-6
Nc1ncncc1-c1ccc2ccccc2c1,6,8,4,0,0,20,-4,1
COc1ccc(OC)c(NC(=O)CCN2CC(C)OC(C)C2)c1 (configuration not stated),2,-5,-5,-4,-17,7,0,1
Cc1ccc(NC(=O)Nc2cnccn2)cc1C,2,6,-5,-11,-1,-1,-10,-4
COCCNC(=O)c1cc2cc3ccc(OC)cc3nc2o1,9,17,22,-2,-1,5,-5,-2
CCCCNc1c(-c2cccc(-c3ccc(OC)cc3)c2)nc2ccc(C)cn12,35,-3,-11,-95,28,-26,-10,52*

# Reformatted: 2 of the compounds above
molecule | UBC13 inh | CCR6 antagonist | CXCR6 block | EBI2 block | ATG4B inh | APJ antagonist | Gli-Sufu antag | APJ ag
O=C(NNS(=O)(=O)c1ccc(Cl)cc1Cl)c1cc2ncc(C(F)(F)F)cc2s1 | -4 | 12 | 8 | 5 | -6 | 15 | 4 | -2
C/C(CC(=O)Nc1cccc(F)c1)=N\NC(=O)c1ccncc1 | -5 | 6 | -3 | -9 | -6 | -7 | 6 | -2

# (next part)
SMILES,UBC13 inh,CCR6 antagonist,CXCR6 block,EBI2 block,ATG4B inh,APJ antagonist,Gli-Sufu antag,APJ ag
Cc1nn(-c2ccccc2)cc1/C=N/NC(=O)c1cccs1,2,10,-12,3,-15,8,-13,-3
CCOC(=O)c1c(C)nc2sccn12,10,-15,0,-2,5,2,-1,-4
O=C(c1cnn2c(C(F)F)cc(-c3ccccc3)nc12)N1CCN(Cc2ccc3c(c2)OCO3)CC1,7,16,8,16,-13,-9,15,13
Cn1c(N2CCC(C(N)=O)CC2)nc2c1c(=O)n(Cc1cccc(Br)c1)c(=O)n2C,-4,7,-2,2,-6,4,19,14
COc1cc(NC(=O)CCNS(=O)(=O)c2cc(Br)cnc2N)cc(OC)c1,3,4,4,3,-3,9,/,-4
COc1ccc2c(C)cc(=O)oc2c1C,4,4,1,1,-15,-8,-2,-4
